# Compound activity deposited in PubChem by several laboratories.
# Rtt109 Vps75: inhibitors of Candida albicans Rtt109/Vps75 histone acetyltransferase. Q5AAJ8. purified Rtt109/Vps75, ThioGlo CoA-SH fluorescence, 4 h. inhibition, % at 34.9 µM. 0.16% of 330,000 active;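 active = inhibition of at least 50% in every replicate; inconclusive = best replicate reaches 50% inhibition but some replicates fall short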
# Target sequence (Q5AAJ8 whole entry, looked up): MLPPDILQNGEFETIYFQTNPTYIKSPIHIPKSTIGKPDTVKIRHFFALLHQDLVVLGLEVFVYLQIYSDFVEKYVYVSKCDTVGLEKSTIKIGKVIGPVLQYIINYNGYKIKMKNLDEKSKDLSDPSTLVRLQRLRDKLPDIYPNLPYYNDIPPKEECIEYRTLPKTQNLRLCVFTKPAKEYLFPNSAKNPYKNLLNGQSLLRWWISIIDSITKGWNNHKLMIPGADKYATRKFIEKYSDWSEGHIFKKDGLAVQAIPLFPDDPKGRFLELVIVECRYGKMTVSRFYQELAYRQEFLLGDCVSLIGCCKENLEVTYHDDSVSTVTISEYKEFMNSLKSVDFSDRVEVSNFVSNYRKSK
# RTF Ca sens act: cardiac RTF calcium sensitization. IANBD-labeled TnC RTF fluorescence at EC20 calcium; 0% EC20 calcium, 100% full calcium. activation, % at 7.2 µM. AID 493008. 0.24% of 340,000 active;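 active = activation above the mean over all tested compounds plus 3 SD, cut at about 30% in these data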;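 note: rise in fluorescence read as greater calcium sensitivity of cardiac thin filaments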
# MITF TRPM1 HTS: activators of MITF-driven TRPM1 promoter activity in SK-MEL-5 cells; SK-MEL-5 TRPM1-promoter luciferase, 24 h; % of positive control, neutral wells = 0; activation, % at 12.5 µM; 0.75% of 300,000 active;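 active = mean activation of at least 80% with every replicate also reaching 80%; inconclusive = mean reaches 80% but some replicate falls short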;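 note: 0% = neutral control wells and 100% = parthenolide positive control wells; values of inactives mirror those of a sister screen read the other way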
# SR-BI DiI-HDL act: enhances SR-BI lipid uptake from DiI-HDL; CHO ldlA[mSR-BI] cells, DiI-HDL uptake fluorescence, 3 h; 100 = double the neutral-control signal; 0.096% of 320,000 active; activation, % at 12.5 µM;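 active = mean replicate activation of at least 60% and every replicate at or above 60%; inconclusive = mean or all-replicate condition met, but not both; inactive = mean below 60% and not all replicates reaching 60%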;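 note: 0% = median plate neutral-control signal and 100% = twice that signal; values of inactives mirror those of a sister screen read the other way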
#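 Assay system: LDL receptor-deficient CHO ldlA cells overexpressing murine SR-BI / Medium: BSA-supplemented, HEPES-buffered Ham's F12, pH 7.4 / Probe or stimulus: DiI-labelled HDL at 10 µg/mL final / Timing: compound with DiI-HDL co-incubation, 3 h at 37 °C / Technique: bottom-read cell fluorescence after medium removal, ex 550/em 595 nm / Measure: HDL uptake via cellular fluorescence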
# dFosB act: mouse delta FosB homodimer activation. activation, % at 25 µM. AID 493131. 0.99% of 340,000 active. purified delta FosB, TAMRA-CDK5 oligo fluorescence polarization; percent of positive-control signal above neutral wells;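 active = mean activation above about 17%, with every replicate also reaching it, limit read from the data, passing the limit was not always enough; inconclusive = only one of the two conditions met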;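 note: fluorescence polarization rise as delta FosB binds a TAMRA Cdk5 AP-1 oligo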
# Target sequence (P13346 whole entry, looked up): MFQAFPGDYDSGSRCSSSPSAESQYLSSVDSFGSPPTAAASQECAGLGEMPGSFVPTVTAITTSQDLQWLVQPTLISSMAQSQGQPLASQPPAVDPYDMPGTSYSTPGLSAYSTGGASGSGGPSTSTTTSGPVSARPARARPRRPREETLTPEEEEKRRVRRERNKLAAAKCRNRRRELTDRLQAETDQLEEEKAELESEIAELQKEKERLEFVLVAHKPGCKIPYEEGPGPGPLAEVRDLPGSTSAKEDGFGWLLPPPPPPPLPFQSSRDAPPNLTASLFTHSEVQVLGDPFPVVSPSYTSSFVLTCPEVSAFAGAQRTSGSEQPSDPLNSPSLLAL
# PvdQ inh: P. aeruginosa PvdQ acylase inhibition; purified PvdQ acylase, fluorescence plate reader; inhibition, % at 10 µM; 0.063% of 340,000 active; AID 488965; in the data active = inhibition above about 30%, passing the limit was not always enough; inconclusive = no clear call, values can overlap the other calls;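 note: 0% = vehicle neutral wells and 100% = reference inhibitor wells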
# HTR5A ag: counter-screen for OPRM1-OPRD1 agonists: human HTR5A agonism | P47898 | HTR5A agonist assay, luminescence, cell-based | activation, % at 9.3 µM | 0.61% of 340,000 active | AID 504692; in the data active = activation mostly above about 9.5%, no sharp cut-off; inactive = mostly below about 7.6%;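 note: 0% = cells with vehicle only and 100% = reference agonist; strong numbers were not always called active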
# Target sequence (P47898 whole entry, looked up): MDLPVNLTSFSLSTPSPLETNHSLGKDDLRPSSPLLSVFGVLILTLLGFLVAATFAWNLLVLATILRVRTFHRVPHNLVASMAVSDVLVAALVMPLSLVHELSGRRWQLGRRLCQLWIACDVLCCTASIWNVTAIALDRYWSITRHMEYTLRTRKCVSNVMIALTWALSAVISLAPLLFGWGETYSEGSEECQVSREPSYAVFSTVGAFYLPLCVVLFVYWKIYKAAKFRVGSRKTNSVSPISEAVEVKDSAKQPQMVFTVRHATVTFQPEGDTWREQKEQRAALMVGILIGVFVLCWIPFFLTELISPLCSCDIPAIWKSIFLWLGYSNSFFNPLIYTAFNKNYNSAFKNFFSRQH
# CDK5 inh: inhibitors of human CDK5/p35 kinase; Q00535+Q15078; Recombinant CDK5/p35, ADP-Glo luminescence, 60 min; inhibition, % at 10 µM; 0.01% of 330,000 active; AID 488839;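 active = highest replicate inhibition of at least 50% and at least 75% of replicates reaching 50%; inconclusive = only one of the two criteria met; inactive = both criteria failed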;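 note: plate controls were DMSO neutral control for no effect and GW8510 at 10 µM for full effect; many of its hits are not listed in these tables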
# SR-BI DiI inh: inhibitors of mouse SR-BI mediated HDL lipid uptake. Q61009. ldlA[mSR-BI] CHO cells, DiI-HDL uptake fluorescence, 3 h. inhibition, % at 12.5 µM. 0.96% of 320,000 active. AID 488896;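 active = mean replicate inhibition of at least 70% and a set share of replicates each scoring 70 or more; inconclusive = meets just one of the two criteria; inactive = fails both criteria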;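 note: 0% = median of neutral control wells and 100% = median of positive control wells; values of inactives mirror those of a sister screen read the other way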
# Wnt act: Wnt/beta-catenin pathway activation | Wnt/beta-catenin reporter cell assay, activator, plate reader | activation, % at 9.35 µM | 1.2% of 300,000 active | AID 743398; in the data active = activation above about 30%, passing the limit was not always enough; inconclusive = no clear call, values can overlap the other calls;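 note: 0% = neutral control wells and 100% = positive control wells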
# Numbers without * were called inactive; ? = inconclusive; . = not tested or not shown.
# Start of the listing, in advance (five entries):
SMILES,Rtt109 Vps75,RTF Ca sens act,MITF TRPM1 HTS,SR-BI DiI-HDL act,dFosB act,PvdQ inh,HTR5A ag,CDK5 inh,SR-BI DiI inh,Wnt act
CCOc1cccc(OCCCNCCCOC)c1,-8,2,-4,6,-3,-10,7,0.2,-6,.
C[C@@H]1COC(=O)CCC/C=C\C[C@@H](CC(=O)N(CCO)Cc2ccccc2)C(=O)N1,-3,-4,2,33,-3,-15,-1,-1.6,-33,1
O=C(CNC1CCCCC1)Nc1ccc(S(=O)(=O)N2CCCCC2)cc1,-2,2,4,.,-3,-18,1,-1.8,.,-3
COc1ccc(Cl)cc1NC(=O)CNCc1cccs1,-1,-4,-2,-37,-1,1,-3,-0.1,37,-2
Cc1ccc(S(=O)C(c2ccccc2)c2ccccc2)cc1 (stereo not drawn),-1,3,4,14,-6,-6,3,1.3,-14,0

# Main list, from the start:
SMILES,Rtt109 Vps75,RTF Ca sens act,MITF TRPM1 HTS,SR-BI DiI-HDL act,dFosB act,PvdQ inh,HTR5A ag,CDK5 inh,SR-BI DiI inh,Wnt act
CCOc1cccc(OCCCNCCCOC)c1,-8,2,-4,6,-3,-10,7,0.2,-6,.
C[C@@H]1COC(=O)CCC/C=C\C[C@@H](CC(=O)N(CCO)Cc2ccccc2)C(=O)N1,-3,-4,2,33,-3,-15,-1,-1.6,-33,1
O=C(CNC1CCCCC1)Nc1ccc(S(=O)(=O)N2CCCCC2)cc1,-2,2,4,.,-3,-18,1,-1.8,.,-3
COc1ccc(Cl)cc1NC(=O)CNCc1cccs1,-1,-4,-2,-37,-1,1,-3,-0.1,37,-2
Cc1ccc(S(=O)C(c2ccccc2)c2ccccc2)cc1 (stereo not drawn),-1,3,4,14,-6,-6,3,1.3,-14,0
O=C(CSc1nc(-c2ccccc2Cl)ns1)c1ccc(Cl)cc1,1,2,-12,-24,-7,3,3,0.7,24,.
CCn1c(=O)c(C(=O)Nc2ccccc2S(N)(=O)=O)c(O)c2ccccc21,-6,-6,.,18,-11,0,-1,-2.7,-18,0
O=C(Nc1ccc(S(=O)(=O)N2CCCCC2)cc1)C1CC(=O)N(c2ccccc2)C1 (stereo not drawn),3,-2,.,.,-13,-10,11,1.1,.,6
CC(=O)Nc1ccc(NC(=O)C(C)OC(=O)C(C)SCC(=O)Nc2ccc(F)cc2)cc1 (stereo not drawn),-1,-1,-5,4,-9,-2,3,1.0,-4,1
CC(=O)c1cccc(NC(=O)COC(=O)c2ccc3c(c2)OCO3)c1,.,-6,16,.,0,1,-4,-0.7,-11,5
CCOc1ccc(CN2CCN(Cc3cccc4c3OCO4)CC2CCO)cc1 (stereo not drawn),5,-6,2,-17,-1,8,-1,-1.0,17,-1
COc1ccc(CC(NC(C)=O)C(=O)NC2CCN(c3nc(C)cc(C)c3C#N)CC2)cc1OC (stereo not drawn),-6,-1,-12,-16,-8,-7,2,0.7,16,-2
O=C(CSc1nnc(CNC(=O)c2ccco2)o1)Nc1ccccc1,3,-6,-10,8,3,-10,0,0.5,-8,-2
COc1ccc(-c2cc(C(=O)Nc3cc(S(N)(=O)=O)ccc3C)c3ccccc3n2)cc1OC,0,1,32,-37,6,10,-3,0.7,37,4
O=C(CSc1nnc(CNC(=O)c2c(F)cccc2Cl)o1)NC1CCCC1,-2,0,4,3,-3,-16,-1,0.0,-3,1
CC(C)OCC(O)Cn1c(N2CCCC2)nc2c1c(=O)[nH]c(=O)n2C (stereo not drawn),-1,-1,-4,-2,-4,-12,5,2.3,2,-1
CCOC(=O)C1CCN(C(=O)COC(=O)CSc2ccc([N+](=O)[O-])cc2)CC1,5,8,-4,11,-1,6,-4,0.6,-11,-3
O=c1c2ccccc2c(C=Nc2ccc(Cl)cn2)c(O)n1-c1cc(Cl)ccc1N1CCOCC1,1,4,-8,-7,0,-13,0,1.5,7,.
CC(=O)NC(=S)Nc1cccc2ccc(C)nc12,-7,-4,.,-5,-8,-8,-2,-0.3,5,-6
O=C(c1ccccc1)c1cccc(NC(=O)C2CC2)c1,-3,4,16,-12,-6,-14,-5,1.3,12,1
Cc1ccc(C(=O)COC(=O)c2cc(C)no2)c(C)c1,3,-6,-1,21,-5,3,3,0.6,-21,2
CCN(CC)C(=O)Cn1cnc2sc(C(=O)N3CCN(c4ccc(OC)cc4)CC3)c(C)c2c1=O,-4,10,15,-31,0,6,1,0.1,31,.
Cc1ccc(-n2nc3ccc(NC(=O)/C=C/c4ccco4)cc3n2)cc1,2,-7,9,-8,-7,-10,13,1.5,8,58*
O=C(Cn1cncn1)NCc1cc(F)ccc1F,-3,1,-2,26,-1,-10,-1,-3.3,-26,0
CCc1ccc(C(=O)OCC(=O)N(CC)c2c(N)n(Cc3ccccc3)c(=O)[nH]c2=O)cc1,-2,-2,4,-2,-8,-11,3,-3.4,2,1

# (cont.)
SMILES,Rtt109 Vps75,RTF Ca sens act,MITF TRPM1 HTS,SR-BI DiI-HDL act,dFosB act,PvdQ inh,HTR5A ag,CDK5 inh,SR-BI DiI inh,Wnt act
O=C(Cc1ccc([N+](=O)[O-])cc1)N1CCN(c2ccc([N+](=O)[O-])cc2)CC1,8,0,18,-26,1,4,0,-0.5,26,-3
COC(=O)C1OC1c1cc([N+](=O)[O-])ccc1OC (stereo not drawn),-4,-2,-2,5,0,18,3,1.4,-5,0
Cc1ccc(C2/C(=C(/O)c3ccc(Br)cc3)C(=O)C(=O)N2Cc2ccco2)o1 (stereo not drawn),19,6,-12,27,-4,-12,7,-0.8,-27,.
O=C(Nc1ccc(/C=C/c2nc3ccccc3o2)cc1)c1c(F)cccc1F,0,-2,18,-61,9,-7,4,0.0,61,-4
Cc1cccc2cc3c(NC(=O)CC(C)C)nn(C)c3nc12,6,0,-13,24,2,-5,4,0.2,-24,.
CCc1ccccc1NC(=O)Nc1ccc2c(c1)OCO2,-5,3,24,-8,-2,-9,4,0.6,8,-4
COCCNC(=O)c1ccccc1N(Cc1ccccc1)S(=O)(=O)c1ccc(C)cc1,3,-3,11,16,-7,-7,0,0.3,-16,-1
C#Cc1ccc([C@H]2C=C(C(=O)Nc3ccccc3)O[C@@H](OCc3ccc(CO)cc3)C2)cc1,1,-1,20,-40,-5,9,1,1.5,40,.
CCn1c(SCC(=O)Nc2nccs2)nnc1-c1ccc(S(=O)(=O)N2CCCCC2)cc1,-5,2,.,-45,-11,-5,-4,0.4,45,-2
COC(=O)c1cc(C)sc1NC(=O)c1ccco1,4,-3,1,-3,3,6,-5,-0.1,3,0
CC(=C\c1ccco1)/C=C1/SC(=S)N(CC(=O)O)C1=O,7,1,7,.,-3,1,0,-1.1,.,7
O=C(/C=C/c1ccco1)Nc1scc(-c2ccccc2)c1C(=O)O,8,0,27,-7,-12,-3,2,-6.1,7,42*
COCCn1c(=NC(=O)CN2C(=O)CCC2=O)sc2cc(S(N)(=O)=O)ccc21,3,-1,-7,22,1,-8,0,0.2,-22,-6
CCN(CC#CCC1(O)c2ccccc2-c2ccccc21)CCO,4,2,1,-1,6,-7,3,0.3,1,16
O=C(CSc1ncn[nH]1)Nc1ncc(C(F)(F)F)cc1Cl,0,4,-8,20,3,-11,2,0.4,-20,0
O=C(NCCC1=CCCCC1)C1CC(=O)N(Cc2ccccc2)C1 (stereo not drawn),-4,-4,-4,21,-6,-8,3,0.7,-21,-3
O=C(NC(=S)Nc1ccc(CN2CCCCC2)cc1)c1cc2ccccc2o1,12,11,6,-10,-10,-9,-5,-5.7,10,7
CC(=O)c1cccc(NC(=O)Cc2ccc3c(c2)CCCC3)c1,-1,6,13,11,-8,-11,2,-0.6,-11,2
CCCc1nn(C)c2c1C(c1ccncc1)C(C#N)=C(N)O2 (stereo not drawn),-5,6,.,-9,1,-6,-4,-11,9,-2
COc1cc(S(=O)(=O)Nc2cc(C)cc(C)c2)ccc1F,27,2,0,-14,-3,5,0,-0.4,14,-1
Cc1ccc(/C=C/C(=O)OCC(=O)Nc2cccnc2Cl)o1,1,3,4,1,6,-3,0,1.8,-1,-2
O=C(Cc1c[nH]c2ccccc12)NCC(=O)Nc1ccc(F)c(F)c1F,-31,5,-10,-24,-1,-15,5,-1.2,24,0
Cc1cc(C)n(-c2ccc(C(=O)Nc3nnc(C4CC4)s3)cc2)n1,13,-1,25,-21,-6,3,-1,-1.2,21,4
Cc1cc2cc(C)c(NCCNC(=O)c3cccs3)nc2cc1C,-8,-3,1,-6,-20,-10,0,-1.5,6,-1
COc1ccc(SN=C2C(C)=CC(=O)C=C2C)cc1,-12,-3,-15,14,-1,11,-10,4.1,-14,6

# Results in PvdQ inh and CDK5 inh (two entries from above):
Compound,PvdQ inh,CDK5 inh
C#Cc1ccc([C@H]2C=C(C(=O)Nc3ccccc3)O[C@@H](OCc3ccc(CO)cc3)C2)cc1,9,1.5
COc1cc(S(=O)(=O)Nc2cc(C)cc(C)c2)ccc1F,5,-0.4

# (listing goes on)
SMILES,Rtt109 Vps75,RTF Ca sens act,MITF TRPM1 HTS,SR-BI DiI-HDL act,dFosB act,PvdQ inh,HTR5A ag,CDK5 inh,SR-BI DiI inh,Wnt act
CCC1(c2ccc(F)cc2)NC(=O)N(CC(=O)Nc2ccccc2Cl)C1=O (stereo not drawn),16,-3,.,.,-14,-5,10,-1.6,.,-2
O=C1CC(c2ccc(F)cc2)Cc2nc(N3CCOCC3)ncc21 (stereo not drawn),2,1,5,-10,-3,3,1,-1.1,10,.
O=C(O)CCN1C(=O)C2C3C=CC(C3)C2C1=O (stereo not drawn),2,3,.,13,4,-1,-1,0.2,-13,.
Cc1cc(=O)[nH]c(SCC(=O)Nc2ccc(Br)cn2)n1,4,3,5,-3,-9,?,13*,-0.3,3,.
Cc1ccccc1-c1nc(CN2CCC(C(=O)N3CCN(c4ccccn4)CC3)CC2)c(C)o1,9,8,-17,-37,-5,-2,3,0.7,37,-4
CN(C)S(=O)(=O)c1ccc(C(=O)Nc2cccc(C(=O)N3CCOCC3)c2)cc1,6,-2,-6,-2,1,-3,4,0.8,2,-2
